STEP block: STEP (human) phosphatase inhibition; 360,000 compounds, 0.25% hits; inhibition, % at 20 µM; recombinant STEP, OMFP fluorogenic substrate, fluorescence; AID 588621; P54829;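 active = inhibition at 20 µM, scaled per plate between control wells, above about 37%, limit read from the data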;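 also: 0% = DMSO with enzyme and substrate and 100% = substrate only without enzyme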
Target sequence (P54829 whole entry, looked up): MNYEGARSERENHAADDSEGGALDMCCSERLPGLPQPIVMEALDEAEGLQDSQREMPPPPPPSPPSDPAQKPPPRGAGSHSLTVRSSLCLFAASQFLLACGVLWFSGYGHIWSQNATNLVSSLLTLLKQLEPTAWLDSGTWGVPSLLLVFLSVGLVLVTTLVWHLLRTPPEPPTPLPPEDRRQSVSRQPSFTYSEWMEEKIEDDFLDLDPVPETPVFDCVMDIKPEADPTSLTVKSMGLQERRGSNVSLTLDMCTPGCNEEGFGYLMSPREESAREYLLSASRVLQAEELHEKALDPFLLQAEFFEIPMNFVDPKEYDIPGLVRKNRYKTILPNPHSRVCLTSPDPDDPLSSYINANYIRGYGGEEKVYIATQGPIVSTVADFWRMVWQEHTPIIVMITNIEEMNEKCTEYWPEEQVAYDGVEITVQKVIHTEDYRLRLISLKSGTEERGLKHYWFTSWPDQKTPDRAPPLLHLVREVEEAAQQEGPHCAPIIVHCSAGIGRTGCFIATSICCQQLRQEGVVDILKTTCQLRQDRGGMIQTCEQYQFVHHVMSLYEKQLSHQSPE
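System: isolated STEP enzyme; schedule: 20 min enzyme reaction at room temperature, protected from light; medium: Bis-Tris buffer pH 6.0, 2.5 mM DTT, 0.005% Tween 20; signal: fluorescence, 480/540 nm; dosing: single compound dose of 20 µM, 1% DMSO final; also added: OMFP substrate, 25 µM final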
Scp1 inh: blocks human Scp-1 phosphatase activity. Recombinant Scp1, phosphopeptide, malachite green phosphate absorbance. inhibition, % at 20 µM. 340,000 compounds, 0.88% hits. AID 493091;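 active = inhibition above about 50% at 20 µM, limit read from the data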;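 also: plate controls were DMSO wells with enzyme for no effect and wells lacking enzyme for full effect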
Target sequence (Q9GZU7 76-261 limits assumed): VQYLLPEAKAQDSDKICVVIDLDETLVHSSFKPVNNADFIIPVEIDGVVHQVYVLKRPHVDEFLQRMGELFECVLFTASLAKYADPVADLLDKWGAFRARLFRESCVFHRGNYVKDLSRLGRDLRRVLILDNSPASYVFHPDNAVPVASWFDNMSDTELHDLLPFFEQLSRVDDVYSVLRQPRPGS
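Test system: SCP-1 phosphatase catalytic domain, residues 76-261 | Compound dosing: One concentration, 20 µM, with 1.0% DMSO | Schedule: 45 min room-temperature reaction, 5 min colour, 30 min stabiliser | Detection: Absorbance at 630 nm | Read-out basis: % inhibition of SCP-1 phosphate liberation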
MT1-MMP act inh: blocks activation of human MT1-MMP; P50281; GFP/RFP ratio change, % at 20 µM; 360,000 compounds, 0.061% hits; HT1080 RFP-PRO-GFP cells, GFP/RFP ratio fluorescence, overnight; percent of plate control window, DMSO zero; AID 651647;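 active = GFP/RFP ratio change of at least 30% with cell ATP level not reduced by more than half and red fluorescence within 50% of control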; also: strong numbers were not always called active
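Material – HT1080 RFP-PRO-GFP cells · Control set – DMSO wells and RFP-L50D-GFP cells · Incubation – overnight cell settling, then overnight compound exposure, 37 °C, 5% CO2 · Compound dosing – single-point 20 µM compound, 1% DMSO · Read-out – GFP/RFP fluorescence ratio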
SUMO1 PPI mod: modulators of human SUMO1-mediated protein-protein interactions; SUMO1 binding to a labelled peptide, TR-FRET, 1 h; P63165; 360,000 compounds, 0.33% hits; inhibition, % at 20 µM; in the data active = inhibition above about 37%
Target sequence (P63165 whole entry, looked up): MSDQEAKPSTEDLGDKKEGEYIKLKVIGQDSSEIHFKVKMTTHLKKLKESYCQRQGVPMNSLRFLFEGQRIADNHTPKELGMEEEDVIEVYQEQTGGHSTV
LMPTP inh: LMPTP (human) inhibition. recombinant LMPTP-A, OMFP fluorogenic substrate, fluorescence intensity. inhibition, % at 20 µM. 360,000 compounds, 0.22% hits. AID 651560;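 active = compounds that cut the enzyme signal by at least half of the control window in the single-dose screen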;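 also: plate controls were DMSO wells with enzyme plus substrate for no effect and substrate without enzyme for full effect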
Target sequence (P24666 whole entry, looked up): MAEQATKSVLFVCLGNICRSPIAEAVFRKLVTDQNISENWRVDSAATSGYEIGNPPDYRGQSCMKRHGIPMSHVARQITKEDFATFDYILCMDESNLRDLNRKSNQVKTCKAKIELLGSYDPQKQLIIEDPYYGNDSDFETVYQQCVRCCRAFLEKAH
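Material: LMPTP-A; amount: 0.625 nM enzyme; doses: single 20 µM dose; times: reaction 50 min, room temperature, dark; technique: fluorescence intensity of OMFP turnover product; benchmarks: no-enzyme and uninhibited controls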
CendR NRP1 mod: modulators of CendR peptide binding to human neuropilin-1; O14786; FAM-RPARPAR peptide binding to NRP-1, fluorescence polarization; inhibition, % at 25 µM; 360,000 compounds, 0.85% hits;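 active = inhibition or corrected inhibition above about 18%, plus a signal ratio from 0.5 to 1.5, limit read from the data, passing the limit was not always enough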; also: strong numbers were not always called active
Rpn11 inh: inhibitors of human proteasome Rpn11. AID 588493. 360,000 compounds, 0.59% hits. human 26S proteasome, Ub4-pepOG fluorescence polarization; 20S core pre-blocked with epoxomicin. calls only at 20 µM. O00487;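 active = inhibition at 20 µM, scaled to each plate's controls, above about 33%, limit read from the data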
NadD block: blocks S. aureus nicotinate mononucleotide adenylyltransferase; purified NadD enzyme, colorimetric absorbance read-out; inhibition, % at 20 µM; 360,000 compounds, 0.78% hits; AID 602399; in the data active = inhibition above about 26%; also: some compounds past the cut are filed as inactive
DNMT1 block: blocks human DNA methyltransferase DNMT1. P26358. DNMT1 molecular beacon, Hinp1I cleavage, fluorescence. inhibition (reported as % activation of signal), % at 10 µM. 360,000 compounds, 0.83% hits. AID 588458; in the data active = inhibition above about 50%
SKN-1 inh: blocks SKN-1 activity in C. elegans; inhibition, % at 21.8 µM; 360,000 compounds, 0.49% hits; C. elegans VP596 Pgst-4::GFP/RFP ratio, acrylamide-induced, 24 h;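 active = interference check ratio from 0.5 to 1.5 plus GFP to RFP signal ratio inhibition reaching or exceeding a fixed threshold, cut at about 30% in these data, passing the limit was not always enough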; also: some compounds called inactive have numbers as strong as hits
Numbers without * were called inactive; i = inactive; . = not tested or not shown; + = active, no number.

SMILES	STEP block	Scp1 inh	MT1-MMP act inh	SUMO1 PPI mod	LMPTP inh	CendR NRP1 mod	Rpn11 inh	NadD block	DNMT1 block	SKN-1 inh
CCCCn1c(SCC(=O)Nc2nnc(CC)s2)nc2ccccc2c1=O	-1	-7	4	0	-1.0	-3	i	0	35	0
CCOC(=O)c1c(C)[nH]c(C(=O)OCC(=O)Nc2ccc(Cl)cn2)c1C	-1	5	4	0	-1.0	-9	i	7	32	-16
O=C(CCC(=O)Nc1ccc(F)cc1)N/N=C/c1ccc(O)cc1O	-1	-4	3	3	-0.7	-8	i	-2	-1	-8
O=S(=O)(c1ccccc1)C1(S(=O)(=O)c2ccccc2)CCCC1	-3	0	-2	3	-0.8	-4	i	-2	2	-18
CC1(C)Cc2ccccc2-c2n[nH]c(=S)n21	1	-5	-5	0	-2.9	-9	i	10	-1	11
O=C(O)COc1cccc(/C=C2/SC(=S)N(Cc3ccccc3)C2=O)c1	3	4	2	-3	1.9	-33	i	6	11	8
O=C(c1noc2c1CCCC2)N1CCC(CO)(Cc2ccccc2Cl)CC1	-4	-3	-7	0	0.2	-8	i	3	-1	3
N#Cc1cc(C(=O)c2cc(Cl)ccc2O)cn(CC2CCCO2)c1=O (stereo not given)	0	-5	.	-3	0.5	-3	i	6	2	9
O=C(CN1C(=O)NC(c2ccccc2)(c2ccccc2)C1=O)NC1CCS(=O)(=O)C1 (stereo not given)	2	-6	-4	7	-0.4	3	i	2	-1	12
Cn1cc(CN2CCCC(C(=O)Nc3cccc(-n4cccn4)c3)C2)cn1 (stereo not given)	0	-14	1	0	-1.0	4	i	-5	2	-8
COC(=O)c1ccc(C(=O)Nc2cc(Cl)ccc2Cl)cc1NC(=O)c1ccccc1C	2	-6	-1	3	0.5	-6	i	-8	42	6
O=C(N[C@@H](Cc1c[nH]c2ccccc12)C(=O)O)OCC1c2ccccc2-c2ccccc21	0	-5	-1	6	0.4	-17	i	1	0	8
CCNC(=O)C1(C)CCN(C(=O)c2ccccc2)C1 (stereo not given)	-3	.	-3	-7	-0.4	10	i	6	4	7
Nc1nccnc1C(=O)OCC(=O)Nc1ccc2[nH]c(=O)[nH]c2c1	2	10	-1	80*	3.0	0	i	14	2	0
CC1C(=O)Nc2ccc(S(=O)(=O)NCCc3ccc(Cl)cc3)cc2NC1=O (stereo not given)	-2	-3	-1	-2	0.4	24*	i	6	6	5
CN1CCC(=NNC(=O)c2cn(-c3ccccc3)nc2-c2ccccc2)CC1	1	-3	1	-3	-2.4	0	i	10	-6	-5
CC(C)C(NC(=O)c1ccc(C(C)(C)C)cc1)C(=O)N1CCC(C(N)=O)CC1 (stereo not given)	-2	-5	-1	-1	-1.9	-6	i	6	5	-10
Cc1cc(C)n(/N=C/c2ccccc2)c(=O)c1C#N	0	-7	5	1	-1.6	12	i	7	0	11
CC1(C)CC(=O)C(C2(O)C(=O)N(Cc3ccccc3)c3ccccc32)CO1 (stereo not given)	1	-7	6	-2	2.7	-4	i	9	-6	-4
COc1ccc(-c2cn[nH]c2-c2ccc(OCc3ccccc3F)cc2O)cc1OC	0	2	6	8	5.1	6	i	3	-4	4
COc1ccc(NC(=O)c2[nH]c(C)c(C(C)=O)c2C)cc1S(=O)(=O)Nc1ccc(Br)cc1	-1	-13	14	2	3.6	8	i	11	-11	-3
COc1ccc(NC(=O)[C@@H]2CCCN2S(=O)(=O)c2ccccc2F)cc1S(=O)(=O)N1CCCCC1	-1	-5	4	7	-0.4	6	i	1	-2	-4
CCc1cc(CC)c(/C=N/NC(N)=O)c(CC)c1	-3	5	-10	-3	-0.5	-23	i	2	3	4
O=C(/C=C/c1cccc(F)c1)NCc1ccc2c(c1)OCO2	1	-7	-2	-9	0.5	0	i	-3	0	14
CCN(CC)C(=O)C(Oc1ccc(S(=O)(=O)N2CCCC2)cc1[N+](=O)[O-])c1ccccc1 (stereo not given)	2	3	0	-15	-0.2	-1	i	-6	-1	-11
Additional results follow:
SMILES	STEP block	Scp1 inh	MT1-MMP act inh	SUMO1 PPI mod	LMPTP inh	CendR NRP1 mod	Rpn11 inh	NadD block	DNMT1 block	SKN-1 inh
Cc1ccc2nc(NC(=O)CCNS(=O)(=O)c3ccc(Br)s3)sc2c1	-6	-6	0	5	1.1	-8	i	-6	-8	1
Cc1cc([N+](=O)[O-])cc(C)c1OCC(=O)N/N=C/c1ccc(OC(=O)c2ccccc2)cc1	2	-6	-3	-4	1.2	-15	i	20	12	11
O=C(O)c1nc(-c2ccccc2)c(C(=O)NC2CC2)[nH]1	2	.	1	-2	-1.6	18	i	-3	-1	12
Cc1ncsc1C(=O)Nc1nc2c(s1)CCCC2	0	-1	4	2	0.8	-8	i	0	2	15
CC(=O)N1c2ccccc2N(Cc2ccc([N+](=O)[O-])cc2)C(=O)C1(C)C	4	-1	0	-14	-1.4	-18	i	-3	-2	16
COc1ccc(C(=O)NC2CCCc3c2cnn3-c2cc(F)cc(F)c2)c(OC)c1OC (stereo not given)	-2	-6	-6	0	-0.1	-8	i	-10	-3	6
Cc1nc2ccccc2n1CC(=O)OCC(=O)NC1CC1	-2	-7	2	5	-0.4	-2	i	-1	4	4
CCCN1CCN(C(=O)c2ccc(CS(=O)c3ccc(F)cc3)o2)CC1 (stereo not given)	-2	-1	0	7	-2.4	18	i	1	0	16
CCOc1ccc(CN2CCN(Cc3cc4ccccc4[nH]3)CC2CCO)cc1 (stereo not given)	1	1	-4	-3	2.7	-32	i	1	-16	7
O=C(CC[C@H]1O[C@@H](n2ccc(=O)[nH]c2=O)[C@H](O)[C@@H]1O)NCc1ccco1	2	.	1	0	-0.5	-1	i	0	7	-4
CCC(C)NC(=O)c1cn(CC)c2cc(N3CCN(C(=O)c4ccco4)CC3)c(F)cc2c1=O (stereo not given)	-1	3	1	9	1.2	1	i	6	-1	6
NC(=S)C(c1ccccc1)c1ncc(C(F)(F)F)cc1Cl (stereo not given)	-2	-1	2	5	0.5	12	i	-1	1	-6
COc1ccc2[nH]c3c(C)c4cc[n+](C)cc4c(C)c3c2c1	13	64*	10	61*	41	17	+	28	-265	11
O=C(OCn1cncn1)c1ccc(Cl)cc1Cl	4	-3	-3	3	-2.1	4	i	-6	-2	9
CCOC(=O)C1CCCN(CCC(=O)Nc2ccc(C)cc2)C1 (stereo not given)	-2	-10	2	-2	-1.2	-6	i	-6	0	3
COC(=O)c1cc2nc(-c3ccccc3)cc(C(F)(F)F)n2n1	-4	-12	2	-6	0.1	5	i	3	2	16
CCC1C(=O)C(CC)C(c2ccccc2)NC1c1ccccc1 (stereo not given)	1	-3	1	-6	0.4	-10	i	-7	3	15
CCOc1ccc(OCC)c(N=c2oc3c(C)ncc(CO)c3cc2C(N)=O)c1	-1	-4	-2	-31	1.9	16	i	-3	-7	11
C/C(=N/NC(=O)C1CC1(c1ccccc1)c1ccccc1)c1cccs1 (stereo not given)	-4	-8	-3	-1	0.0	6	i	2	0	1
CN1OC[C@@H]2CN(C(=O)c3cccnc3)[C@H](c3ccc(N4CCCCC4)cc3)C[C@@H]21	0	.	1	3	-0.7	-22	i	-2	9	17
CCOC(=S)SCC(=O)N1CCc2ccccc2C1C1C(=O)CCCC1=O (stereo not given)	0	1	1	2	-0.6	1	i	3	5	-10
COc1ccc(CC(=O)NNS(=O)(=O)c2ccc3ccccc3c2)cc1OC	-3	-9	-2	-3	-2.3	-8	i	-2	2	5
Cc1nn(C(C)C(=O)N2CCN(c3ccccn3)CC2)c(=O)c2cc3occc3n12 (stereo not given)	-1	-1	-1	-4	1.0	0	i	-2	-2	6
CC(C)C[C@H](NC(=O)c1nc[nH]c1C(=O)NC1CCN(C(=O)OC(C)(C)C)CC1)C(=O)OCc1ccccc1	-4	-2	-1	-4	0.6	2	i	10	-30	-3
O=C(Cc1ccc(Cl)cc1)Nc1ccc(-c2nnc(-c3ccco3)o2)cc1	-4	-6	5	7	12	-11	i	-4	22	-28
Further records
SMILES	STEP block	Scp1 inh	MT1-MMP act inh	SUMO1 PPI mod	LMPTP inh	CendR NRP1 mod	Rpn11 inh	NadD block	DNMT1 block	SKN-1 inh
Cc1ccc(-n2nc3c(c2NC(=O)c2ccccc2Br)CS(=O)C3)cc1 (stereo not given)	-4	-12	-2	0	1.3	6	i	8	2	-2
Cc1ccc(NC(=O)COC(=O)C2CSC3(C)CCC(=O)N23)c(C)c1 (stereo not given)	-1	1	1	1	1.0	-4	i	-3	3	-19
CCCCc1nc2cc(C(=O)NCc3ccccn3)ccc2o1	-2	3	5	-1	-0.6	-4	i	-1	-2	-4
CN(CC(=O)Nc1ccc(Cl)c(C(F)(F)F)c1)C(=O)CCN1C(=O)C2CCCCC2C1=O (stereo not given)	-2	-4	1	2	-0.5	5	i	-1	-1	-20
CC(c1nnc(SCC(=O)N2CCc3ccccc32)n1-c1ccc(Cl)cc1)N(C)C (stereo not given)	2	1	3	1	1.2	7	i	-2	-1	-6
CCC(c1nnnn1Cc1ccco1)N1CCN(c2cc(Cl)ccc2C)CC1 (stereo not given)	3	-12	-31	-2	3.8	8	i	0	2	1
C#Cc1ccc([C@H]2C=C(C(=O)N3CCN(Cc4ccc5c(c4)OCO5)CC3)O[C@@H](OCc3ccc(CO)cc3)C2)cc1	9	2	-1	-8	-0.8	-8	i	21	-22	-9
Cc1ccc(Cl)cc1NC(=S)N(CCN(C)C)C(C)c1ccccn1 (stereo not given)	2	-7	-2	1	-2.8	7	i	-6	-1	-5
CCCNC(=O)c1nn2c(C(F)(F)F)cc(-c3ccccc3)nc2c1Cl	1	-10	-1	-10	1.0	7	i	-4	-4	3
O=S1(=O)CC(N2CCN(CCO)CC2)CN1Cc1cn(Cc2ccc(C(F)(F)F)cc2)nn1 (stereo not given)	.	.	1	-3	-4.4	-8	.	-9	.	-1

Sorted by molecular weight (ascending): some entries from above
SMILES	STEP block	Scp1 inh	MT1-MMP act inh	SUMO1 PPI mod	LMPTP inh	CendR NRP1 mod	Rpn11 inh	NadD block	DNMT1 block	SKN-1 inh
CCCNC(=O)c1nn2c(C(F)(F)F)cc(-c3ccccc3)nc2c1Cl	1	-10	-1	-10	1.0	7	i	-4	-4	3
CCC(c1nnnn1Cc1ccco1)N1CCN(c2cc(Cl)ccc2C)CC1 (stereo not given)	3	-12	-31	-2	3.8	8	i	0	2	1
Cc1ccc(-n2nc3c(c2NC(=O)c2ccccc2Br)CS(=O)C3)cc1 (stereo not given)	-4	-12	-2	0	1.3	6	i	8	2	-2
CC(c1nnc(SCC(=O)N2CCc3ccccc32)n1-c1ccc(Cl)cc1)N(C)C (stereo not given)	2	1	3	1	1.2	7	i	-2	-1	-6

High-throughput results: PubChem BioAssay, Sanford-Burnham Center for Chemical Genomics
